Assay outcomes deposited in PubChem by several laboratories.
APP 5'UTR act: activators of APP 5'UTR luciferase reporter, primary screen, SH-SY5Y cells; SH-SY5Y APP 5'UTR luciferase reporter, luminescence; zero percent = DMSO vehicle wells; actives 1% (n = 190,000); activation, % at 2 µM;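 active means activation above a set limit, based on mean plus 3 SD of controls, cut at about 140% in these data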; further: values of inactives mirror those of a sister screen read the other way
Hsp70 act: Hsp70 transcriptional activators, primary screen, cell-based, HeLa, Hsp70 promoter luciferase, luminescence, 10 µM | AID 1203, 2008 | HeLa Hsp70 promoter luciferase reporter; scaled: vehicle 0, proteasome-inhibitor control 100% | actives 0.04% (n = 200,000) | activation, % at 10 µM;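 active means activation above the mean across all tested compounds plus 3 SD, cutoff set per campaign, cut at about 5.5% in these data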;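 further: 100% = MG132 at 30 µM as the positive control and 0% = DMSO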
STAT1 blocker: STAT1 signaling inhibitors, primary screen, cell-based, HTS, luciferase reporter | actives 0.35% (n = 200,000) | NIH 3T3 STAT1-luciferase reporter, IFN-gamma, luminescence | inhibition, % at 5.5 µM;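 active means inhibition above a set limit, the mean inhibition across all tested compounds plus 3 SD, cut at about 34% in these data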;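 further: 0% = IFN-gamma with DMSO and 100% = IFN-gamma with 300 µM nifuroxazide; values of inactives mirror those of a sister screen read the other way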
APP 5UTR inh: inhibitors of APP translation via 5'UTR reporter, primary screen, APP 5'UTR luciferase, SH-SY5Y cells; SH-SY5Y APP 5'UTR-luciferase reporter, luminescence; inhibition, % at 2 µM; actives 0.82% (n = 190,000); AID 1285, 2008;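 active means inhibition above a set limit, derived from the sample mean plus 3 SD, cut at about 45% in these data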; further: values of inactives mirror those of a sister screen read the other way
STAT1 act: STAT1 signaling activators, primary screen, cell-based, HTS, luciferase reporter; NIH 3T3 STAT1-luciferase reporter, IFN-gamma, luminescence; 100% = IFN-gamma alone, no compound; activation (% of control), % at 5.5 µM; actives 2.6% (n = 200,000); AID 932, 2007;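 active means activation above the screen-wide mean activation plus 3 SD, cut at about 130% in these data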;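 further: raw ratio to IFN-gamma control signal so 100% means no change and 0% no light; values of inactives mirror those of a sister screen read the other way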
RAM network inh: inhibitors of the yeast RAM network, primary screen, dse1pr::URA3 reporter, 5-FOA selection; AID 868, 2007; actives 1.8% (n = 190,000); inhibition, % at 50 µM; S. cerevisiae dse1pr::URA3 reporter, 5-FOA growth OD615, 2 d; analog-sensitive cbk1-as2 kinase mutant strain;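 active means inhibition above a set limit, 3 SD over mean compound inhibition, cut at about 8.4% in these data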;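 further: 0% = DMSO-only wells with no growth and 100% = 10 µM 1-NA-PP1 full growth; inhibition rescues growth on 5-FOA so higher OD means more RAM inhibition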
STAT3 blocker: IL-6 driven STAT3 reporter inhibitors, primary screen, U3A cells, luciferase, luminescence, MLSCN library; IL-6 STAT3-luciferase reporter; host cell line lacks STAT1; inhibition, % at 5.5 µM; AID 862, 2007; actives 0.89% (n = 190,000);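 active means inhibition above the mean inhibition across all screened compounds plus 3 SD, cut at about 44% in these data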;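 further: 0% = DMSO only wells and 100% = 100 µM nifuroxazide control wells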
NF-kB expr up: activators of NF-kB expression in neurons, primary screen, cell-based, HTS; human neuronal cells, NF-kB reporter expression; hits give high values; fold change at 12.5 µM; actives 1.6% (n = 190,000); AID 1239, 2008; in the data active means fold change above about 3.3
STAT3 activator: IL-6 driven STAT3 reporter potentiators, primary screen, U3A cells, luciferase, luminescence, MLSCN library | actives 0.91% (n = 190,000) | activation (% of control), % at 5.6 µM | AID 871, 2007 | IL-6 STAT3-luciferase reporter; 100% = signal with IL-6 EC80 alone;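 active means activation above the screen-wide mean of compound activation plus 3 SD, cut at about 130% in these data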;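 further: 0% = background luminescence of wells with medium and substrate only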
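Test system: Human STAT1-deficient U3A cells with stable STAT3-luciferase reporter | Also added: Interleukin-6, 33 ng/mL | Timing: Compound pre-incubation 1 h before IL-6, then 6 h stimulation at 37 °C | Technique: Luciferase reporter luminescence | Read-out: Percent of IL-6-only median luminescence | Benchmarks: IL-6-only wells as 100% reference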
FLuc inh counter: firefly luciferase enzyme inhibitors, primary screen, artefact control for luciferase-based inhibitor screens, biochemical, luminescence, ATPLite. 10 min. inhibition, % at 10 µM. actives 1.5% (n = 200,000). AID 1006, 2008. Luciferin 4-monooxygenase (Photinus pyralis), P08659;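 active means inhibition above about 50% when tested at 10 µM, limit read from the data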
Target sequence (P08659 whole entry, looked up): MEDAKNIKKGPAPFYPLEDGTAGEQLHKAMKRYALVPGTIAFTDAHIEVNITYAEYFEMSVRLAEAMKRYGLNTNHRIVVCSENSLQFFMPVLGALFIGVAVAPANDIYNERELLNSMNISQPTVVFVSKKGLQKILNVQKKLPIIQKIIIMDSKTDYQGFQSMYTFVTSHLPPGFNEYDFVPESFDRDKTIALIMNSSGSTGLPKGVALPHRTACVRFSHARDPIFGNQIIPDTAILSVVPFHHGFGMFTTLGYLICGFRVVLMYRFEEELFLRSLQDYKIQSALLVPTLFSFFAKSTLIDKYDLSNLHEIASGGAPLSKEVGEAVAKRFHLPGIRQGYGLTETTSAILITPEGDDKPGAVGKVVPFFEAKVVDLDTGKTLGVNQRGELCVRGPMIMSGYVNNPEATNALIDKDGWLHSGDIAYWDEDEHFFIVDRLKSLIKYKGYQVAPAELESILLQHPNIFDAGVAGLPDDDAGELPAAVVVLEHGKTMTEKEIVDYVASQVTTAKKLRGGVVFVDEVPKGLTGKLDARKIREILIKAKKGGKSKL
The depositor's hits bear a star; . = no result given.

SMILES	APP 5'UTR act	Hsp70 act	STAT1 blocker	APP 5UTR inh	STAT1 act	RAM network inh	STAT3 blocker	NF-kB expr up	STAT3 activator	FLuc inh counter
O=C(CNc1cccc2ccccc12)c1ccc([N+](=O)[O-])cc1	6	-0.5	-1	-6	101	2.8	-23	1	127	1
CCOC(=O)c1cc2sccc2n1CC(=O)O	14	-0.2	-6	-14	105	1.0	20	1.1	83	-3
CC(C)(C)NS(=O)(=O)c1cccc(S(=O)(=O)c2cccc(S(=O)(=O)NC(C)(C)C)c2)c1	-2	-0.4	8	2	93	2.3	33	0.45	76	-9
CCC(C)NC(=O)c1ccc(CSc2nc3ccncc3n2Cc2ccc(F)cc2)cc1 (configuration not stated)	16	-0.2	0	-16	100	-0.8	10	0.96	91	-4
N#CC(C#N)=Cc1ccc(OCC(=O)N2CCOCC2)cc1	-12	0.3	4	12	95	1.1	8	0.96	96	-3
CCOc1cc(C2/C(=C(\O)c3cc(C)ccc3C)C(=O)C(=O)N2CCN(C)C)ccc1O (configuration not stated)	4	2.5	-1	-4	100	0.3	-6	0.85	105	-2
O=C(Oc1ccc2c(c1)C(=O)c1ccccc1CO2)c1ccccc1	11	-0.1	2	-11	98	7.8	9	1.3	96	0
NC(=O)CCn1nc(-c2ccccc2)c2ccccc2c1=O	-7	-0.5	3	7	96	0.3	2	1	102	-2
CCOC(=O)c1cc(-c2cccs2)nn1CCC#N	8	0.0	-3	-8	103	1.8	5	1.2	102	-4
O=C(NCc1cccnc1)C1c2ccccc2C(=O)N1Cc1ccccc1 (configuration not stated)	7	0.0	2	-7	98	1.1	10	1.1	96	-3
Cn1c(=O)[nH]c(=O)c2c1nc(Br)n2Cc1ccccc1Cl	10	-0.3	-1	-10	101	3.9	-5	1	106	-6
Cc1ccsc1/C=N/N1CCN(c2ccccc2)CC1	36	0.1	-32	-36	128	1.6	24	1.7	85	10
CCOC(=O)C1CCCN(C(=O)/C=C/c2ccc(OC)cc2)C1 (configuration not stated)	7	-0.1	3	-7	96	0.4	17	1.1	89	0
O=C(c1cccc(F)c1)N1CCN(C(=O)c2cc3ncc(Br)cn3n2)CC1	-23	-0.2	1	23	99	2.8	8	1.1	98	-1
COc1cc(NS(=O)(=O)c2ccc(NC(=S)NC(=O)c3cccs3)cc2)nc(OC)n1	12	-0.1	2	-12	98	6.8	2	1	99	-3
CC(C)(C)c1nn(-c2ccccc2)c2[nH]c(=O)c(CNCc3ccco3)cc12	15	-0.1	2	-15	98	-0.3	6	1.8	98	-6
Cc1nnc(SCC(=O)NCc2ccc3c(c2)OCO3)[nH]c1=O	-15	0.0	0	15	101	-0.3	0	1.2	103	-8
CCOC(=O)/C(=N\Nc1ccc(OC)cc1)c1csc(Nc2ccccc2)n1	15	0.0	-1	-15	101	11*	11	1.1	92	8
CC(C)(C)c1cnnn1-c1ccc(/C=N/Nc2ccc([N+](=O)[O-])cc2)cc1	0	-0.2	2	0	98	6.5	12	1.2	97	-6
O=S(=O)(Nc1ccc(-c2csc(-c3ccccc3)n2)cc1)c1ccccc1	14	0.1	-4	-14	104	13*	3	1.4	96	-5
CC(C)C(C)(C#N)NC(=O)CSc1nc2scc(-c3ccc(F)cc3)c2c(=O)n1Cc1ccccc1 (configuration not stated)	-3	-0.4	10	3	91	0.0	0	0.68	96	-6
CCOC1(OCC)N=C(N)C2(C#N)C(c3ccc(NC(C)=O)cc3)C12C#N (configuration not stated)	6	-0.2	-3	-6	103	0.2	8	1	97	-8
O=C(Nc1c2c(nn1-c1ccc(F)cc1)CS(=O)(=O)C2)c1ccc(S(=O)(=O)N2CCOCC2)cc1	16	0.1	-4	-16	104	3.6	-6	1	106	-1
CCCC(CCC(=O)Nc1ccc(C(=O)OC)cc1)C(=O)O (configuration not stated)	-5	-0.2	-5	5	105	1.9	0	0.97	102	-4
O=C(CCc1ccccc1)NNC(=S)NC(=O)c1ccc(Cl)cc1	-1	-0.2	3	1	97	1.9	7	0.93	99	-8
Cc1ccc(/C=C2/NC(=O)N(c3ccccc3)C2=O)o1	32	0.3	-18	-32	116	0.4	15	1.9	97	7
O=C(NNc1nc2ccc(Cl)cc2s1)c1cc(-c2cccs2)nc2ccccc12	-18	-0.2	-4	18	104	5.8	-2	1.1	102	-4
C=CCc1ccc(OCC(O)CN2CCN(Cc3ccc(Cl)cc3)CC2)c(OC)c1 (configuration not stated)	0	-0.3	1	0	102	-0.7	0	0.9	98	7
O=C(CSc1nnc(CNc2cccc(C(F)(F)F)c2)n1Cc1ccco1)NCc1ccco1	-10	-0.5	7	10	92	2.2	11	1.1	93	0
O=C(Cc1cccs1)N(CC1CCCO1)C1(C(=O)NC2CCCCC2)CCCCC1 (configuration not stated)	11	-0.3	11	-11	91	-0.1	-7	0.94	106	2
COc1cccc(C2C(C#N)=C(N)OC(C(C)(C)C)=C2C#N)c1 (configuration not stated)	2	-0.1	10	-2	91	3.3	10	1	98	-9
COc1ccccc1NS(=O)(=O)c1cccc(NC(=O)Nc2cccc(Cl)c2)c1	-7	-0.5	-10	7	109	7.2	3	0.62	100	2
CCOC(=O)CSc1nnc2cc(C)c3ccccc3n12	7	0.0	0	-7	98	1.1	5	1.4	99	-4
CCOC(=O)CN(C#N)c1nc(C)cc(C)n1	3	1.0	2	-3	98	3.0	9	1.2	101	-7
O=C(CC1N=C(Cc2ccccc2)NNC1=O)N/N=C/c1ccc([N+](=O)[O-])cc1 (configuration not stated)	-17	-0.3	3	17	97	2.2	0	0.93	105	-6
CC[n+]1c(C)cc2c(sc3ccccc32)c1C	-4	-0.3	15	4	86	3.5	3	1.1	101	-11
CCOc1ccc(CNC(=O)C2CCCN(S(C)(=O)=O)C2)cc1OC (configuration not stated)	8	-0.6	4	-8	96	2.8	-1	1.2	104	23
FC(F)(F)c1cc(CCN2C(=S)NC[C@@H]2Cc2ccccc2)cc(C(F)(F)F)c1	-23	0.2	6	23	96	6.1	.	0.89	.	-6
COc1ccc(-c2nsc3c(SCC(=O)Nc4cc(C)ccc4C)ncnc23)cc1	-7	0.0	-1	7	101	1.3	8	1.3	95	-3
CCn1c(Nc2ccccc2Cl)nc2ccccc21	-5	0.1	3	6	95	2.6	8	1.2	98	2
CCOC(=O)Cc1csc(N(C)C)n1	3	-0.2	-8	-2	105	1.5	8	1.3	101	-4
CN(C)CCC(=O)NCC1OCCc2ccccc21 (configuration not stated)	-7	-0.1	-2	7	102	0.7	-4	0.87	110	-5
COc1ccc(N2CCN(C(=O)CN(c3cccc(Br)c3)S(C)(=O)=O)CC2)cc1	10	-0.1	-1	-10	101	-0.3	-2	1	107	-3
O=C(Nc1ccc2c(c1)OCO2)c1cccc(F)c1	96	0.6	-28	-96	126	-0.4	-1	2.2	103	20
Cc1cccc(-n2ccnc2SCC(=O)Nc2nnc(C)s2)c1	3	-0.1	-2	-3	102	0.9	15	1.3	94	-4
COCCCNC(=O)CC(NS(=O)(=O)c1ccc(F)cc1)c1ccc(OC)cc1 (configuration not stated)	4	-0.2	-8	-4	108	2.6	9	0.93	98	-6
O=C(Oc1cccc(NC2=NS(=O)(=O)c3ccccc32)c1)c1ccncc1	-2	-0.3	6	2	93	4.2	6	1.1	99	-3
Cc1cc(O)c(C(=O)c2ccccc2C(=O)O)cc1C	2	0.2	-2	-2	102	-0.1	13	1.1	96	2
COc1ccc(/C=N/N2CCN(C)CC2)cc1OC	8	-0.2	-3	-8	104	2.9	4	1.1	105	-4
CCOCc1cnc(C)nc1NCC(=O)c1c(C)n(C)c2ccc(OC)cc12	-8	-0.4	-7	8	106	1.0	-5	1.3	109	-5
O=C(O)CCCC(=O)NNc1ncnc2ccccc12	8	-0.2	4	-8	96	1.1	-31	1.6	126	-1
Cc1ccsc1/C=N/N1CCN(Cc2ccccc2)CC1	1	0.3	-6	-1	104	1.3	11	1.7	97	2
CCCC(=O)N1CCN(c2ccc([N+](=O)[O-])cc2Cl)CC1	6	-0.5	-1	-6	101	0.1	2	1.1	100	-5
CCN(CC)S(=O)(=O)c1ccc(O)c(NC(=O)c2ccc(N3CCOCC3)c([N+](=O)[O-])c2)c1	-7	-0.6	4	7	96	7.6	-1	0.82	99	-6
Cc1ccsc1C(=O)OCC(=O)Nc1sccc1C(N)=O	59	0.0	-36	-60	132*	6.2	8	1.7	98	11
CC(NC(=O)OCc1ccccc1)C(=O)NCC1CCCO1 (configuration not stated)	-7	-0.3	5	7	96	1.9	1	0.92	107	-5
O=C(Nc1ccccc1)c1ccccc1N=Cc1cccc(O)c1	-11	0.1	-8	11	106	0.2	-6	0.95	112	-6
CCN(CC)S(=O)(=O)c1ccc2c(c1)[nH]c(=S)n2CC	4	-0.4	7	-4	92	1.4	-2	1.2	102	5
N/C(=N\OC(=O)/C=C/c1ccccc1)c1ccc(Br)cc1	10	0.0	-1	-10	99	5.6	17	1.5	90	0
COC(=O)C1Cc2c([nH]c3ccccc23)CN1 (configuration not stated)	-4	-0.4	19	4	83	-0.8	13	1.1	97	-2
(more compounds)
SMILES	APP 5'UTR act	Hsp70 act	STAT1 blocker	APP 5UTR inh	STAT1 act	RAM network inh	STAT3 blocker	NF-kB expr up	STAT3 activator	FLuc inh counter
CCC(C)(C)NC(=O)C(c1cccn1C)N(Cc1ccccc1)C(=O)Cn1nnc2ccccc21 (configuration not stated)	3	-0.1	-8	-3	107	3.9	-4	1.4	106	-5
O=S1(=O)C=CC(Nc2ccccc2)C1 (configuration not stated)	-3	0.3	7	3	94	3.5	9	1	96	-9
Cc1ccc2[nH]c(=O)cc(C(=O)OCC(=O)c3ccc(F)cc3)c2c1	-6	-0.2	6	6	93	4.8	-3	1.3	103	-6
CCn1ncc(-c2csc(N)n2)c1C	58	0.0	2	-58	98	0.5	8	1.3	98	5
Cc1cc(C)n(-c2cc(O)c(-n3nc(C)cc3C)cc2O)n1	-10	0.0	-1	10	99	0.1	14	1.2	91	-4

Molecules above that contain a furan ring, fused or not:
SMILES	APP 5'UTR act	Hsp70 act	STAT1 blocker	APP 5UTR inh	STAT1 act	RAM network inh	STAT3 blocker	NF-kB expr up	STAT3 activator	FLuc inh counter
CC(C)(C)c1nn(-c2ccccc2)c2[nH]c(=O)c(CNCc3ccco3)cc12	15	-0.1	2	-15	98	-0.3	6	1.8	98	-6
Cc1ccc(/C=C2/NC(=O)N(c3ccccc3)C2=O)o1	32	0.3	-18	-32	116	0.4	15	1.9	97	7
O=C(CSc1nnc(CNc2cccc(C(F)(F)F)c2)n1Cc1ccco1)NCc1ccco1	-10	-0.5	7	10	92	2.2	11	1.1	93	0

This is a random part of the collection. Share with any hit: about 7.7%.
